TNAP inh noacc: human TNAP enzyme inhibitors, primary screen, biochemical, luminescent, no phosphate acceptor, uHTS; AID 1012, 2008; inhibition, % at 20 µM; 0.26% of 200,000 active; purified TNAP, CDP-star luminescence, 30 min;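 active means tissue-nonspecific alkaline phosphatase inhibition above about 50% at 20 µM in the single-dose screen, limit read from the data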;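 further: 0% = DMSO negative control and 100% = EDTA positive control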
Target sequence (P05186 whole entry, looked up): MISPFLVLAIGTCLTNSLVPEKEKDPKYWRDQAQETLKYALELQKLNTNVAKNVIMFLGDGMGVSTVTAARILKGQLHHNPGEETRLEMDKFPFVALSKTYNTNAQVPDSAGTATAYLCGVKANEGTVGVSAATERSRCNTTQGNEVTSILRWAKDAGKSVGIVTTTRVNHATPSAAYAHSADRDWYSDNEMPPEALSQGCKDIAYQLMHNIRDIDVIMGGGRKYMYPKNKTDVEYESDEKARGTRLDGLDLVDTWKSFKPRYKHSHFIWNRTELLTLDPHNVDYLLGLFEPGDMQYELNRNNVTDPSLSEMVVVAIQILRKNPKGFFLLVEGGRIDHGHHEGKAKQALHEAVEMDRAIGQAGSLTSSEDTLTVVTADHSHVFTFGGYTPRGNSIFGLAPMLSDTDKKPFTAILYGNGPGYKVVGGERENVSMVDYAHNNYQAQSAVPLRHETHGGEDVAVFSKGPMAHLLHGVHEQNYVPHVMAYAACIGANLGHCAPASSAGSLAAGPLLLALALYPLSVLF
PMI activator: activators of human PMI, primary screen, biochemical, fluorescence intensity, near-Km mannose 6-phosphate. AID 1214, 2008. Mannose-6-phosphate isomerase (Homo sapiens), P34949. 0.005% of 190,000 active. purified human PMI, coupled resazurin fluorescence, 20 min; hits give high values; 1 = vehicle control, 0 substrate-free wells. activation factor at 20 µM;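 active means activation factor of 2 or more at 20 µM, relative to plate controls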
PMI act hi M6P: human PMI activators, high substrate, primary screen, biochemical, fluorescence intensity, near-saturating mannose 6-phosphate; Mannose-6-phosphate isomerase (Homo sapiens), P34949; coupled PMI enzyme assay, resazurin fluorescence, 20 min; hits give high values; 1 = untreated enzyme, 0 = substrate-free blank; activation factor at 20 µM; 0.34% of 190,000 active; AID 1216, 2008;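 active means activation factor of 2 or more at 20 µM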
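Material: human phosphomannose isomerase with PGI, G6PDH, diaphorase coupling enzymes; amount: PMI at 15 ng/mL final; also added: Mannose-6-phosphate 1.0 mM (near-saturating) plus 0.22 mM NADP+; incubation: enzyme reaction with compound 20 min at room temperature; signal: resorufin fluorescence (Ex 544/Em 590 nm) from resazurin via diaphorase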
S1P3 antag: S1P3 receptor antagonists, primary screen, cell-based | Sphingosine 1-phosphate receptor 3 (Homo sapiens), Q99500 | CHO S1P3 NFAT-BLA reporter, FRET fluorescence, antagonist mode | inhibition, % at 4.98 µM | 0.27% of 170,000 active | AID 485, 2006;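 active means inhibition above the plate cutoff, the mean inhibition of test wells on that plate plus 3 SD, cut at about 28% in these data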;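 further: cells challenged with S1P at its EC80 of 0.8 µM; blue over green emission ratio from cleaved BLA substrate after 4 h stimulation; 0% = S1P-stimulated wells and 100% = unstimulated DMSO-only wells; some compounds past the cut are filed as inactive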
Target sequence (Q99500 whole entry, looked up): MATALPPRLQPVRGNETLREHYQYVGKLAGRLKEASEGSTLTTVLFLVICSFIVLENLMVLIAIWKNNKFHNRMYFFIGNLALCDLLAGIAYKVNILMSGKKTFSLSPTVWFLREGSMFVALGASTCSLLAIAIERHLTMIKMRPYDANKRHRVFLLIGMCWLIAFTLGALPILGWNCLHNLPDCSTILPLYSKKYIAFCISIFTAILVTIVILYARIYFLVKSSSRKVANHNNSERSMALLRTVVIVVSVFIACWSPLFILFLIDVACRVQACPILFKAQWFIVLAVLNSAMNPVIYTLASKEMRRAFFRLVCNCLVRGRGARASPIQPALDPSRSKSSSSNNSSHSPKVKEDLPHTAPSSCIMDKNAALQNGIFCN
RAM inhibit: inhibitors of the yeast RAM network, primary screen, dse1pr::URA3 reporter, 5-FOA selection; S. cerevisiae dse1pr::URA3 reporter, 5-FOA growth OD615, 2 d; analog-sensitive cbk1-as2 kinase mutant strain; inhibition, % at 50 µM; 1.8% of 190,000 active; AID 868, 2007;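 active means inhibition above a set limit, 3 SD over mean compound inhibition, cut at about 8.4% in these data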;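 further: 0% = DMSO-only wells with no growth and 100% = 10 µM 1-NA-PP1 full growth; inhibition rescues growth on 5-FOA so higher OD means more RAM inhibition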
TNAP inh hiacc: human TNAP enzyme inhibitors, primary screen, biochemical, luminescent, high phosphate acceptor level, uHTS. Alkaline phosphatase, tissue-nonspecific isozyme (Homo sapiens), P05186. inhibition, % at 20 µM. purified TNAP, CDP-star luminescence, 1 M DEA. 0.03% of 200,000 active;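 active means over 50% inhibition of tissue-nonspecific alkaline phosphatase at 20 µM in the single-dose screen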;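 further: plate controls were DMSO wells for no effect and EDTA-quenched wells as full inhibition for full effect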
Hsp70 activator: Hsp70 transcriptional activators, primary screen, cell-based, HeLa, Hsp70 promoter luciferase, luminescence, 10 µM. HeLa Hsp70 promoter luciferase reporter; scaled: vehicle 0, proteasome-inhibitor control 100%. activation, % at 10 µM. 0.04% of 200,000 active;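 active means activation above the mean across all tested compounds plus 3 SD, cutoff set per campaign, cut at about 5.5% in these data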;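 further: 100% = MG132 at 30 µM as the positive control and 0% = DMSO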
Lmaj promast: Leishmania major promastigote growth inhibition, primary screen. Leishmania major promastigotes, resazurin fluorescence viability. inhibition, % at 10 µM. 9% of 200,000 active; in the data active means inhibition above about 50%;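 further: promastigotes grown with compound for 44 hours at 28 °C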
Efa HMGR inh: inhibitors of E. faecalis class II HMGR, primary screen, biochemical, Enterococcus faecalis; purified E. faecalis HMGR, NADPH absorbance 340 nm kinetic; inhibition, % at 10 µM; 0.41% of 190,000 active;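 active means inhibition above a set limit, the median over all tested compounds plus 3 SD, cut at about 9.5% in these data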;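 further: enzyme runs in reverse so mevalonate oxidation gives rising NADPH absorbance; 0% = complete reaction with DMSO and 100% = background rate lacking mevalonate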
Redox H2O2 prof: compounds producing H2O2 with reducing agent – biochemical, NIH compound library profiling, artefact control for MLSCN library redox annotation, primary screen; 0.03% of 200,000 active; activation, % at 10 µM; AID 878, 2007; DTT-dependent redox cycling H2O2, phenol red/HRP absorbance; 100% = 100 µM peroxide control, 0% = buffer;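 active means activation of at least 50% relative to the plate's high and low controls in the primary single-dose screen; inactive means activation below 50%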;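 further: compound incubated with DTT at 0.8 mM final as the reducing agent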
Numbers without * were called inactive; . = no result given. An unsorted share of the library; overall some 12% were active at least once.

SMILES | TNAP inh noacc | PMI activator | PMI act hi M6P | S1P3 antag | RAM inhibit | TNAP inh hiacc | Hsp70 activator | Lmaj promast | Efa HMGR inh | Redox H2O2 prof
CC(=O)Nc1ccc(NC(=O)Cn2cc3c(n2)CCC(C)C3)cc1 (stereo unspecified) | -4 | 1 | 1 | -34 | 4.3 | 0 | 0.1 | -6 | -2 | 0.5
O=C(COC(=O)/C=C/c1ccc(Cl)cc1)Nc1ccc2c(c1)OCCO2 | -8 | 0.9 | 1 | -3 | 4.2 | 4 | -0.1 | 51* | -5 | 0.3
N#C/C(=C/c1ccc(N2CCCC2)c([N+](=O)[O-])c1)c1nc2ccccc2[nH]1 | 16 | 1 | 1 | . | 1.6 | 16 | -0.2 | -4 | -1 | 0.9
COc1ccc(CCNC(=O)COC(=O)Cn2cnc3ccccc32)cc1OC | -12 | 1.1 | 1 | -1 | -0.6 | -4 | -0.1 | 1 | -5 | 0.2
Cc1nn(C)c(C)c1CNC(=O)c1cc2n(n1)C(C(F)(F)F)CC(c1cccs1)N2 (stereo unspecified) | -9 | 0.8 | 0.9 | -2 | -0.6 | -2 | 0.0 | -5 | -4 | 1.3
COc1ccc(NC(=O)CSc2ncc(-c3ccc(F)cc3)n2Cc2ccco2)cc1 | -13 | 0.8 | 1 | . | 0.9 | -6 | 0.1 | 1 | -5 | 0.9
O=S(=O)(N1CCCCC1)N1CCN(c2ccccc2F)CC1 | -11 | 1 | 1 | . | -0.9 | -5 | -0.3 | -9 | -5 | 0.1
Cc1nnc(SCC(=O)N2CCc3ccccc3C2)n1-c1ccccc1 | -16 | 0.9 | 0.9 | 5 | 1.9 | -5 | -0.5 | 50 | 0 | 0.3
CCOC(=O)c1cc2occc2n1CC(=O)NC1CCC(C)CC1 (stereo unspecified) | -18 | 0.9 | 0.9 | 6 | 1.7 | -7 | -0.5 | -5 | 0 | 1.8
Cc1cccc(NC(=S)N(Cc2cccs2)Cc2cc3cc(C)ccc3[nH]c2=O)c1 | -10 | 0.9 | 0.9 | -3 | 4.3 | 2 | -0.3 | 26 | -4 | -0.5
CCOc1ccc(NC(=S)Nc2ccccc2C2(C)CC2)cc1 | -38 | 1 | 1 | -7 | 1.8 | -4 | 0.0 | 30 | -3 | 0.0
O=[N+]([O-])c1ccccc1/C=N/N1CCN(c2ccncc2S(=O)(=O)N2CCCCC2)CC1 | -6 | 0.9 | 0.8 | 3 | 0.3 | 1 | 0.9 | 99* | -3 | -0.5
CC(C)C(=O)NC(NC(=S)NC1CCS(=O)(=O)C1)C(Cl)(Cl)Cl (stereo unspecified) | -8 | 0.9 | 1 | . | 1.9 | -1 | -0.3 | -3 | 2 | 0.8
CCOc1cc(/C=N/n2c(C)nc3sc(C)c(C)c3c2=O)ccc1O | -8 | . | . | -1 | 2.6 | -2 | 0.0 | 5 | -11 | -1.1
CSCCC(NC(=O)c1cccc(C)c1)C(=O)O (stereo unspecified) | -14 | 1.2 | 1.1 | -5 | -0.3 | 0 | 0.0 | 29 | -1 | -2.0
O=C(CSc1ncccn1)NN=C1CCCCCCC1 | -10 | 1.1 | 1.1 | . | -0.7 | -8 | 0.1 | -22 | -3 | 0.4
COc1cc(NC(=O)c2cc(Cl)ccc2Cl)ccc1-c1cc2ccccc2oc1=O | -8 | 1 | 1 | . | 4.5 | -5 | 0.0 | -5 | -4 | 3.0
CCOC(=O)Cn1c(=NC(=O)CSC(C)=O)sc2ccccc21 | -16 | 0.9 | 0.9 | -13 | 4.1 | 9 | -0.2 | -5 | -3 | 4.5
Cc1ccc(C(=O)N/N=C\C=C\c2ccccc2[N+](=O)[O-])cn1 | -6 | 0.8 | 0.8 | -10 | 0.9 | -4 | -0.2 | 8 | -5 | -1.2
Cc1nn(-c2ncc(C(F)(F)F)cc2Cl)c(=O)n1-c1cccc(F)c1 | -7 | 1 | 1 | -24 | 0.5 | -1 | -0.4 | -4 | -3 | -1.3
Cc1cc(N2C(=O)C(O)=C(C(=O)c3ccc(C)o3)C2c2cccs2)no1 (stereo unspecified) | -10 | 1.2 | 1.5 | 1 | 2.4 | -1 | -0.2 | -8 | -4 | 3.7
Cc1nnc(SCCOc2ccccc2)s1 | -5 | 1.3 | 1.1 | -21 | 1.0 | -4 | 0.0 | -3 | 1 | -0.8
COc1ccc(-n2c(C)cc(C(=O)CN3CCC(C)CC3)c2C)cc1 | -14 | 1 | 1 | 12 | 1.9 | -8 | -0.2 | 92* | -1 | 0.4
NS(=O)(=O)c1cccc(NC(=O)COC(=O)C2CCCCC2)c1 | 9 | 1.1 | 1.1 | -21 | 0.0 | 4 | 0.0 | -4 | 11* | 0.0
Cn1c(CCNC(=O)c2ccccc2)nc2cc(NC(=O)c3ccco3)ccc21 | -11 | 0.9 | 1 | -21 | 1.5 | -2 | 0.1 | -3 | 1 | -0.2

Part of the list above, showing only RAM inhibit and Efa HMGR inh.
| SMILES | RAM inhibit | Efa HMGR inh |
| --- | --- | --- |
| O=[N+]([O-])c1ccccc1/C=N/N1CCN(c2ccncc2S(=O)(=O)N2CCCCC2)CC1 | 0.3 | -3 |
| CCOc1ccc(NC(=S)Nc2ccccc2C2(C)CC2)cc1 | 1.8 | -3 |
| Cc1nnc(SCC(=O)N2CCc3ccccc3C2)n1-c1ccccc1 | 1.9 | 0 |

Next section
SMILES | TNAP inh noacc | PMI activator | PMI act hi M6P | S1P3 antag | RAM inhibit | TNAP inh hiacc | Hsp70 activator | Lmaj promast | Efa HMGR inh | Redox H2O2 prof
CCN(C(=O)CSc1ncnc2sc(C)c(C)c12)C1CCS(=O)(=O)C1 (stereo unspecified) | -1 | 1 | 0.9 | -9 | 0.8 | 1 | -0.1 | 30 | 0 | -0.2
CC1=NN(C(=O)c2ccc(Cn3ccc([N+](=O)[O-])n3)cc2)C(O)(C(F)(F)F)C1 (stereo unspecified) | -9 | 1 | 1 | -12 | 0.4 | -3 | -0.3 | -9 | 1 | -0.5
CC(C)n1nc(C(=O)OCC(=O)N(C)C2CCS(=O)(=O)C2)c2ccccc2c1=O (stereo unspecified) | -12 | 1 | 1 | -13 | 0.4 | -4 | -0.2 | -5 | -3 | 0.7
O=C(Nc1ccccc1)Nc1nncs1 | -7 | 1 | 0.9 | 6 | 1.6 | -2 | 0.0 | -2 | -1 | 0.8
Cc1ccc(-c2nc(=S)c3c(n2CCN2CCOCC2)CC(C)(C)OC3)cc1 | 2 | 0.9 | 1 | -15 | -0.3 | -4 | -0.1 | -3 | 1 | 0.9
CC(Oc1ccccc1)C(=O)Nc1cccc(F)c1 (stereo unspecified) | -11 | 0.9 | 1 | . | 0.0 | -4 | -0.2 | 1 | -6 | 0.3
CCc1cc[n+](-c2nc3ccccc3nc2C(=C=[N-])C#N)cc1 | 7 | 1 | 0.9 | . | -0.1 | 8 | -0.1 | -4 | -5 | -2.5
Cc1cc(O)ccc1N1C(=O)c2cccc3cc([N+](=O)[O-])cc(c23)C1=O | -4 | 0.9 | 0.9 | -10 | 7.1 | -4 | -0.1 | 88* | 7 | -0.7
Cc1cc(C(F)(F)F)nn1CC(=O)NNC(=S)Nc1cccc(Cl)c1 | -1 | 0.9 | 1 | . | 0.0 | 1 | -0.2 | -7 | 0 | -1.4
C/C(Cc1ccccc1)=N\NC(=O)c1cc(C(C)(C)C)[nH]n1 | -25 | 1 | 1 | -21 | 2.4 | -2 | -0.2 | -1 | -2 | -0.3
CC(C)OC(=O)C1C(=O)CC(C)(O)C(C(=O)OC(C)C)C1c1cccc(O)c1 (stereo unspecified) | -10 | 0.8 | 0.8 | 1 | 0.4 | -5 | -0.2 | -1 | -1 | -0.1
Cc1nc(-c2ccccc2)nc2[nH]ccc(=O)c12 | -7 | 0.9 | 1 | . | 2.0 | -7 | 0.0 | 3 | 2 | 0.0
O=C(CSc1n[nH]c(-c2ccccc2)n1)c1ccc(O)c(O)c1 | 68* | 1.1 | 1 | 6 | 0.0 | -2 | 0.0 | 20 | -2 | -2.9
S=C1CCSc2ccc(Cl)cc2N1 | -9 | 1 | 0.9 | . | 1.1 | 1 | -0.5 | -7 | 3 | -5.0
Fc1ccc(Br)cc1/C=N/n1cnnc1 | -4 | 0.9 | 0.9 | -18 | 1.1 | -6 | -0.3 | -3 | 5 | -2.5
O=C(Cn1ccc([N+](=O)[O-])n1)Nc1nc2ccccc2s1 | 1 | 1 | 1 | -23 | 1.2 | 2 | 0.7 | 7 | 0 | 0.3
COc1cccc(CN(C(=O)Cn2nnc(-c3ccccc3F)n2)C(C(=O)NC(C)(C)C)c2ccncc2)c1 (stereo unspecified) | -3 | 0.9 | 1 | 5 | 0.7 | 0 | -0.1 | 6 | -8 | 0.0
CCCN(CCO)Cc1cccc(Oc2ccccc2)c1 | -8 | 1 | 1.1 | -6 | 0.8 | -2 | -0.4 | 97* | -2 | 2.9
CN(C(=O)c1ccncc1)c1nnc(-c2cccnc2)s1 | -11 | 0.9 | 0.9 | -6 | 0.9 | 0 | 0.0 | -8 | -3 | -1.6
CC(C)CC1NC(=O)N(CCCCN2C(=O)c3ccccc3C2=O)C1=O (stereo unspecified) | -4 | 1.1 | 1.1 | 3 | -0.6 | -2 | -0.1 | -9 | 2 | -1.7
CCOc1ccc(C(=O)NC2CCN(C(=S)Nc3ccccc3C)CC2)cc1 | -12 | 1 | 0.9 | 13 | 1.7 | -6 | -0.2 | -3 | -3 | -0.4
Cn1c(-c2ccc(=O)[nH]c2)nc2ccccc21 | -14 | 1 | 0.8 | 7 | 0.4 | -7 | 0.0 | -3 | 2 | 1.1
O=C(NCCN1CCOCC1)NC1(C(F)(F)F)Oc2ccc(Cl)cc2O1 (stereo unspecified) | 32 | 0.4 | 0.4 | 30 | 0.1 | 5 | 0.0 | 7 | -3 | -0.1
O=C(/C=C/c1ccco1)Nc1cc(Cl)ccc1C(=O)O | -3 | 1.1 | 1.3 | -9 | -1.4 | 0 | -0.6 | 0 | 1 | -0.7
CCOC(=O)c1c(C)nc(C(Cl)(Cl)Cl)nc1N | -7 | 1 | 1 | -11 | 2.3 | -3 | 0.1 | 4 | -6 | -1.5
COc1ccc(N2CCCn3c2nc2c3c(=O)n(Cc3ccccc3)c(=O)n2C)c(OC)c1 | 2 | 0.9 | 0.7 | -3 | 4.1 | 0 | -0.1 | 3 | 2 | 0.4
